TrxR1 substrate – rat thioredoxin reductase 1 substrate activity | purified TrxR1 substrate turnover, NADPH consumption readout | O89049 | hit rate 0.01% among 390,000 | AID 588456 | Potency, µM (highest dose often 114 µM), for inactives: at the top dose activity change, negative = substrate turnover; note: % is set by controls: 0 for no effect and ±100 for the full control effect; nearly all actives have a fitted effect of over 50% in size
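Rat TrxR1, dispensed at 90 nM, was prereduced with 400 uM NADPH (final) for 5 min at ~22 deg C, then incubated with compound 15 min before 400 uM selenite. A first-read NADPH fluorescence drop versus no-compound background flagged substrates.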
Vif-APOBEC3G blk – Vif-A3G binding inhibition; HeLa A3G-eYFP + Vif (tagged APOBEC3G with the HIV-1 protein that degrades it), YFP fluorescence, overnight; Potency, µM (top dose mostly 46.1 µM), without a hit: top-dose activity, negative = active, usual class: inhibitors; hit rate 0.076% among 410,000;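 note: % is set by controls: 0 for no effect and ±100 for the full control effect; nearly all actives have a fitted effect of over 60% in size; hits raise eYFP signal because A3G escapes Vif-driven loss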
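Read-out is eYFP fluorescence (Ex 488/Em 500-530) from Vif-expressing HeLa A3G-eYFP cells; more signal means A3G escaped Vif-mediated degradation. Cells plated overnight, compound pinned in, incubated overnight at 37 deg C.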
RGS4 inhibitor – human RGS4 inhibition; Transcreener GDP fluorescence polarization, RGS4-accelerated GTP hydrolysis; Potency, µM (titrated, usually from 114 µM), for the others: at the top dose activity change, negative = inhibition, actives largely listed as inhibitors; AID 504845; hit rate 0.039% among 390,000; P49798; note: % is set by controls: 0 for no effect and ±100 for the full control effect; nearly all actives have a fitted effect of over 75% in size; some results filed as inactive show a strong effect at the top dose
Target sequence (P49798 whole entry, looked up): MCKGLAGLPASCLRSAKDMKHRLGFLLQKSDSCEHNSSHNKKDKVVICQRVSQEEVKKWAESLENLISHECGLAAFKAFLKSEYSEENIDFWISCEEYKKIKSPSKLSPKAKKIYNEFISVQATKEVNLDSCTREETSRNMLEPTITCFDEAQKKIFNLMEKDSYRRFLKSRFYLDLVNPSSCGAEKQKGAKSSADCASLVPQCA
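MLSMR compounds (23 nl, pin-transferred) preincubated 10 min at room temperature with a 500nM (2x) first reagent, then RGS4 at 900nM (2x) plus Transcreener GDP mix added; fluorescence polarization (620/688 nm) read before and after 90 min at 30 °C.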
TrxR1 inh – blocks rat thioredoxin reductase 1 | recombinant rTrxR1, NADPH fluorescence consumption, selenite substrate | Potency, µM (top dose mostly 114 µM), for the others: at the top dose activity change, negative = inhibition, most hits filed as inhibitors | hit rate 1% among 390,000 | AID 588453; note: % is set by controls: 0 for no effect and ±100 for the full control effect; nearly all actives have a fitted effect of over 65% in size
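Rat TrxR1 (90 nM in the dispensed reagent) was pre-reduced with 400 uM NADPH for 5 min at room temperature, then incubated with compound for 15 min. After 400 uM selenite was added, NADPH fluorescence (Ex 340/Em 450 nm) was followed for 8 min.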
RXFP1 ag – activates the human relaxin receptor RXFP1; Q9HBX9; hit rate 0.3% among 370,000; HEK293T-RXFP1 cAMP TR-FRET, 30 min; response scale: percent of porcine relaxin response, buffer zero; Potency, µM (titrated, usually from 57.5 µM), without a hit: at the top dose activation, usual class: activators; note: % is set by controls: 0 for no effect and ±100 for the full control effect; nearly all actives have a fitted effect of over 60% in size; many of its hits are not listed in these tables
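HEK293T cells stably expressing RXFP1 were pretreated with the PDE4 inhibitor Ro 20174, exposed to compounds for 30 min at 37C, lysed, and cAMP was read by TR-FRET. Data normalized to buffer (basal) and 29 nM porcine relaxin (100%).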
mIDH1 inhibitor – human IDH1 R132H inhibition; O75874; IDH1-R132H enzyme, NADPH consumption, diaphorase/resazurin fluorescence; Potency, µM (doses to about 76.6 µM), inactives show top-dose activity change, negative = inhibition, most hits filed as inhibitors; hit rate 0.093% among 390,000; AID 602179; note: % is set by controls: 0 for no effect and ±100 for the full control effect; nearly all actives have a fitted effect of over 65% in size
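IDH1-R132H (0.5 ug/mL) preincubated 30 min with compound, then NADPH (0.016 mM) and alpha-KG (2 mM) added; 80 min at RT, pH 7.5. Remaining NADPH coupled via diaphorase/resazurin to fluorescence (540/590 nm); concentration-response curves normalized to no-enzyme control.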
12-LOX inh – ALOX12 (human) lipoxygenase inhibition | hit rate 1.1% among 580,000 | Potency, µM (titrated, usually from 108 µM), for the others: top-dose activity change, negative = inhibition, most hits filed as inhibitors | purified 12hLO, xylenol orange hydroperoxide absorbance | AID 1671190; note: % is set by controls: 0 for no effect and ±100 for the full control effect
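Purified human 12hLO at 150 nM in 25 mM Hepes, 0.01% Triton X-100, pH 7.0, preincubated 15 min at room temperature with compound. Reaction started with 40 uM arachidonic acid, 30 min at room temperature. Hydroperoxide measured by Fe-xylenol orange, 573/405 nm absorbance ratio.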
USP1-UAF1 inh – USP1/UAF1 (human) deubiquitinase inhibition; O94782; hit rate 0.23% among 390,000; Potency, µM (titrated, usually from 57.1 µM), without a hit: at the top dose activity change, negative = inhibition, usual class: inhibitors; recombinant USP1/UAF1, Ub-Rhodamine cleavage fluorescence; note: % is set by controls: 0 for no effect and ±100 for the full control effect; nearly all actives have a fitted effect of over 60% in size; inactives centre near -12
Target sequence (O94782 whole entry, looked up): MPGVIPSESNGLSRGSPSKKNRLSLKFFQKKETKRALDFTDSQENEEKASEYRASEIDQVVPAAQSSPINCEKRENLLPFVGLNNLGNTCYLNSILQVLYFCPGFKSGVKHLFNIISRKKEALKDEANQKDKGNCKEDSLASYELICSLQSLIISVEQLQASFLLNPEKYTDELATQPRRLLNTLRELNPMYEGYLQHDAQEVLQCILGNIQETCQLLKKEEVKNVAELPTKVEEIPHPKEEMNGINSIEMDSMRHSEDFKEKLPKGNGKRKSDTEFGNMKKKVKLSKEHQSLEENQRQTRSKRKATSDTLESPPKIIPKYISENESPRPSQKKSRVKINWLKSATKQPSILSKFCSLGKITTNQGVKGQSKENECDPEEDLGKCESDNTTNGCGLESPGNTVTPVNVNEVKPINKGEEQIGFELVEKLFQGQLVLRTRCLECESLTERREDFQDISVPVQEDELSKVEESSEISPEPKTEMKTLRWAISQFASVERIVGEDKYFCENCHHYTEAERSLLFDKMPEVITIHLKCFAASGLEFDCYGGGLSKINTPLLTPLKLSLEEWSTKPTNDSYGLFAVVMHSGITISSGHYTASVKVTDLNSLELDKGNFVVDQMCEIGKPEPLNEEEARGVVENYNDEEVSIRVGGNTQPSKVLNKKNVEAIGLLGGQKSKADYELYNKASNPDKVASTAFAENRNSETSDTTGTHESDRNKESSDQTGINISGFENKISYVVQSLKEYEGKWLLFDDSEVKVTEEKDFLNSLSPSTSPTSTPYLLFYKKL
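1 nM enzyme complex + cpd, 15 min RT; start with Ub-Rho 150nM final; kinetic fluorescence ex 480/em 540, 6 reads q60 s. Buffer 50mM HEPES pH 7.8, 0.5mM EDTA, 0.1 mg/ml BSA, 1mM TCEP, 0.01% Tween-20.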
Vif-APOBEC3F blk – inhibitors of Vif-A3F interaction; Potency, µM (titrated, usually from 46.1 µM), for inactives: at the top dose activity, negative = active; AID 602313; HeLa A3F-eYFP + Vif (tagged APOBEC3F with the HIV-1 protein that degrades it), YFP fluorescence increase; hit rate 0.2% among 390,000; note: % of control where 0% means no effect; nearly all actives have a fitted effect of over 65% in size
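HeLa cells stably expressing A3F-eYFP plus Vif, plated and incubated overnight at 37 deg C, then exposed to compounds overnight at 37 deg C. Blocked degradation read as raised yellow fluorescence (Ex 488/Em 500-530).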
* hit, by the source's call; ? = inconclusive; · = no result given; [ ] = remark or other dose. Calls come from the whole dose curve; as a rule, active = well fitted curve in the direction sought with a large enough effect; inconclusive = small, poorly fitted or top-dose-only effect, or another doubt; inactive = no such curve, though single readings can be large; an effect the other way counts as inactive or inconclusive. Potency is the fitted concentration of half-maximal effect. The list is partial, so the mix of outcomes need not match the whole.

SMILES	TrxR1 substrate	Vif-APOBEC3G blk	RGS4 inhibitor	TrxR1 inh	RXFP1 ag	mIDH1 inhibitor	12-LOX inh	USP1-UAF1 inh	Vif-APOBEC3F blk
COc1cc(C2=NOC(C(=O)N3CCCCCC3)C2)cc(OC)c1OC (stereo not given)	-3%	-4%	25%	17%	2.2%	3%	25%	0%	-8%
Cc1ccc(N2CC(C(=O)Nc3ccc(N4CCOCC4)cc3)CC2=O)cc1C (stereo not given)	5%	0%	-8%	23%	-4.0%	8%	0%	-2%	1%
CCCc1nnc(NC(=O)CNc2ccc(F)cc2)s1	2%	0%	18%	-1%	-1.9%	3%	?	-12%	·
COc1ccccc1NC(=O)CNC(=O)c1ccc(Br)o1	0%	1%	13%	34%[2.29 µM]	0.6%	3%	-4%	3%	3%
CC(=O)N1CC=C2C(C#N)=C(N)C(C#N)(C#N)C(CCc3ccccc3)C2C1 (stereo not given)	8%	0%	-2%[11.4 µM]	?	-1.0%	-14%	56%[activator]	-22%	-18%
Cc1ccc(C)c(S(=O)(=O)n2cnc3ccccc32)c1	3%[57.1 µM]	-1%	11%	-5%[57.1 µM]	0.1%	1%	0%	-15%	0%
CC(C)c1ccc(/C=C/C(=O)CCC(=O)O)cc1	-1%	-15%	-13%	15%	2.1%	0%	21%	-20%	3%
O=C(CNCCC1=CCCCC1)Nc1ccccc1N1CCCCC1	6%[57.1 µM]	2%	-1%	-13%	0.6%	5%	?	-13%	-13%
O=C(O)c1cccc2c1-c1c(cccc1[N+](=O)[O-])C2	-18%	4%	-18%	-26%	·	4%	-30%	-3%	-10%
CC(O)CCC(=O)NCCNC(=O)CCC(C)O (stereo not given)	-9%	2%	-80%[56.9 µM]	-12%	1.2%	8%	-19%	-13%	1%
CCN(CC)S(=O)(=O)c1ccc(NC(=O)c2cc(-c3cccs3)nc3ccccc23)cc1	31%[activator]	-5%	9%	-8%	4.5%	-1%	0%	-9%	1%
Oc1ccc(-c2cccc(-c3ccc(O)cc3)n2)cc1	18%[57.1 µM]	-7%	11%	36%[57.1 µM]	4.2%	-3%	-21%	-10%	-8%
COC(=O)c1c(-c2ccccc2)noc1C	15%	1%	-34%	16%[57.1 µM]	1.7%	-4%	-2%	-13%	-15%
O=[N+]([O-])c1cccc(-c2ccc(/C=N/Nc3nc(N4CCCCC4)nc(N4CCCCC4)n3)o2)c1	-9%	-8%	5%	-1%	1.1%	4%	-1%	-15%	-9%
CC(=O)N1CN(CCCn2ccnc2)Cc2c1sc1c2CCCC1	6%[57.1 µM]	0%	-13%[11.4 µM]	9%[57.1 µM]	-0.8%	2%	25%	-17%	-1%
CCCn1c(SCC(=O)Nc2cccc(C)n2)nc2c1c(=O)n(C)c(=O)n2C	-19%[57.1 µM]	-4%	-29%	?	3.5%	9%	?	-7%	-11%
CN1CCN(NC(=O)c2cc(S(=O)(=O)N3CCOCC3)c(Cl)cc2Cl)CC1	-12%	1%	-13%	-9%	27%	2%	-10%	-10%	-2%
O=C(c1cc(Br)c[nH]1)N1CCCCC1	7%	0%	-1%	13%	-0.3%	-8%	?	-22%	-12%
CCOc1ccc(C(=O)Nc2c(C(=O)N3CCN(c4ccccc4F)CC3)oc3ccccc23)cc1	4%	2%	-12%	38%	-1.0%	0%	-16%	4%	-5%
CN(CC(=O)Nc1ccc(Cl)c(C(F)(F)F)c1)C(=O)C1CCN(C(=O)c2ccc(Cl)cc2)CC1	-7%	-3%	0%	10%	·	-9%	185%[activator]	-29%	-4%
CC(C)NC(=O)c1ccc(NC(=O)CC2SC(N3CCCC3)=NC2=O)cc1 (stereo not given)	-8%	1%	-5%	-20%	1.6%	-1%	120%	-19%	6%
COc1ccc(C(=O)OCC(=O)NC23CC4CC(CC(C4)C2)C3)c(O)c1	·	1%	·	·	·	-4%	-29%	-15%	1%
CCCn1c(N)c(C(=O)CSc2nnnn2-c2ccc(O)cc2)c(=O)n(C)c1=O	-3%	-1%	-7%	7%	0.7%	6%	-7%	-25%	·
Cc1cc(C)cc(N(CC(=O)NCc2ccco2)S(=O)(=O)c2ccccc2)c1	4%[57.1 µM]	-6%	16%	14%[57.1 µM]	-2.4%	19%	7%	-30%	15%
O=C(CN1C(=O)c2cccnc2Oc2ccc(Cl)cc21)NC1CCCC1	8%	1%	-3%	22%	6.1%	12%	5%	-4%	-27%
New compounds follow.
SMILES	TrxR1 substrate	Vif-APOBEC3G blk	RGS4 inhibitor	TrxR1 inh	RXFP1 ag	mIDH1 inhibitor	12-LOX inh	USP1-UAF1 inh	Vif-APOBEC3F blk
CCc1ccc(S(=O)(=O)c2nnn3c2nc(Nc2cccc(C)c2C)c2sccc23)cc1	50%[activator]	-3%	-18%	31%	20%	-1%	-5%	-14%	-4%
COc1cccc(NS(=O)(=O)c2ccc3c(c2)C2C=CCC2C(c2ccc(C(=O)O)cc2)N3)c1 (stereo not given)	-10%	2%	?	40µM*	0.7%	-8%	13µM*	?	0%
O=C1C2C3C=CC(C4CC34)C2C(=O)N1c1ccc2c(c1)OCO2 (stereo not given)	7%[57.1 µM]	1%	-5%	10%[57.1 µM]	-1.2%	14%	8%	4%	-22%
Cc1cccc(CC(=O)Nc2cc(=O)n(C)c(=O)n2C)c1	-1%	0%	-1%	20%	0.9%	0%	0%	-12%	-9%
O=C(NCCOC(=O)C1COc2ccccc2O1)C1COc2ccccc2O1 (stereo not given)	7%[57.1 µM]	0%	-8%	-1%[57.1 µM]	-0.5%	1%	-5%	-8%	5%
C/C(=N\NC(=O)C1COc2ccccc2O1)c1cccs1 (stereo not given)	4%	1%	14%	4%	0.7%	1%	4%	-23%	-4%
NC(=O)c1ccc(-n2nnnc2SCC(=O)NC2CCCCC2)cc1	2%	6%	17%	19%	1.4%	3%	18%	-8%	-14%
C=C1C=CS(=O)(=O)N(C(CC(C)C)C(=O)OC)C1 (stereo not given)	-2%	0%	-24%	11µM*	·	·	·	·	·
O=C(COC(=O)/C=C/c1ccc(Cl)cc1Cl)NCCC1=CCCCC1	6%	-4%	14%	-4%[57.1 µM]	-0.2%	0%	-16%	3%	5%
CCOc1cc(CNc2ccc(O)cc2)ccc1OCc1ccc(Cl)cc1Cl	-21%	-10%	?	28µM*	-2.3%	20%	·	8.9µM*	1%
CCn1c(CNC(=O)c2ccccc2Br)nnc1SCC(=O)Nc1nncs1	-8%	4%	-21%	20%[57.1 µM]	0.5%	-4%	23%	-3%	2%
Cc1cc(NC(=O)c2sc(Nc3ccc(F)cc3)nc2N)no1	-10%	-5%	14%	?	-1.0%	0%	-4%	-20%	12%
CCC/C(=N\NC(=O)Cc1csc(N2CCOCC2)n1)c1ccccc1	2%	0%	14%	14%	2.5%	0%	6%	-19%	-1%
CCNS(=O)(=O)c1ccc(CCC(=O)NCCC2=CCCCC2)cc1	-8%	0%	-9%	17%[57.1 µM]	0.0%	10%	-6%	-21%	1%
Cc1ccc(C(C)C)c(OCC(=O)Nc2ccc(Cl)cn2)c1	-5%	0%	-14%	-7%	0.8%	0%	-5%	-22%	-10%
Cc1cccc(NC(=O)C2(c3cccs3)CCOCC2)n1	-3%	-3%	3%	3%	-0.1%	2%	-4%	-3%	3%
CCc1ccc2[nH]c(=O)c(CN(CCCN3CCOCC3)C(=O)Nc3ccccc3)cc2c1	1%	1%	-25%	-16%	1.9%	10%	?	-2%	4%
CCOC(=O)NN1C(=O)c2ccccc2NC1c1ccc(OC)cc1OC (stereo not given)	80%[activator]	1%	5%	21%	1.7%	4%	-14%	0%	1%
COc1ccc(NC(=O)c2ccc3c(c2)NC(=O)CS3)cc1	0%	-4%	-14%	-4%	0.8%	-6%	-8%	-8%	2%
Oc1ccccc1-c1nnco1	3%	0%	-9%	-15%	·	-3%	-8%	-16%	-23%
OC[C@@H]1CC[C@@H](Cc2ccc(-c3ccccc3)cc2)O1	-3%	0%	11%	10%	·	26%	-8%	-5%	11%
CCOc1ccc(NC(=O)CN(Cc2ccccc2)S(C)(=O)=O)cc1	3%	2%	7%	9%	-3.7%	3%	?	-5%	2%
NC(=O)c1ccc(NC(=O)c2ccc(COc3ccc(F)cc3)o2)cc1	14%	10%	0%	22%	?	-8%	-26%	-24%	-8%

Fetched by compound from the list above, 2 records:
SMILES	TrxR1 substrate	Vif-APOBEC3G blk	RGS4 inhibitor	TrxR1 inh	RXFP1 ag	mIDH1 inhibitor	12-LOX inh	USP1-UAF1 inh	Vif-APOBEC3F blk
COc1cc(C2=NOC(C(=O)N3CCCCCC3)C2)cc(OC)c1OC (stereo not given)	-3%	-4%	25%	17%	2.2%	3%	25%	0%	-8%
CC(O)CCC(=O)NCCNC(=O)CCC(C)O (stereo not given)	-9%	2%	-80%[56.9 µM]	-12%	1.2%	8%	-19%	-13%	1%

From PubChem BioAssay
